ATXN2 expr inh – inhibitors of ATXN2 expression; HEK-293 ATXN2-luciferase reporter, luminescence, 24 h; Potency, µM (series often up to 57 µM), inactives show top-dose activity change, negative = inhibition, usual class: inhibitors; 0.72% of 360,000 active; further: potency means the concentration at half of the fitted maximal effect; on the % scale 0 is the no-effect control and ±100 the full control effect; nearly all actives have a fitted effect of over 55% in size
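ATXN2-luciferase reporter cells (luciferase flanked by upstream and downstream ATXN2 gene portions) were treated 24 h at 37 °C with compounds at up to 57 uM. SteadyGlo luminescence gave expression; GF-AFC fluorescence gave viability.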
TGFb inhibitor – blocks TGF-b signaling | HepG2 CAGA-GFP TGF-b/SMAD3 reporter, GFP fluorescence, 18 h; TGF-beta stimulated, 500 pg/mL final | Potency, µM (top dose mostly 46.1 µM), without a hit: top-dose activity, negative = inhibition, most hits filed as inhibitors | 1.2% of 410,000 active | AID 588855; further: potency means the concentration at half of the fitted maximal effect; on the % scale 0 is the no-effect control and ±100 the full control effect; nearly all actives have a fitted effect of over 65% in size
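Inhibition of TGF-beta-driven CAGA-GFP reporter expression in HEPG2 cells is measured by cellular GFP fluorescence after 18 h stimulation with 500 pg/mL recombinant TGF-beta in 1% FBS medium at 37 degrees C.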
MCF10A rereplic – inducers of DNA re-replication in MCF 10A breast cells; 2.9% of 350,000 active; MCF 10A DNA re-replication, Hoechst nuclear intensity, 48 h; AID 624296; Potency, µM (doses to about 46.1 µM), for inactives: at the highest dose activity, positive = re-replication, most hits filed as activators; further: potency means the concentration at half of the fitted maximal effect; % of control where 0% means no effect; nearly all actives have a fitted effect of over 50% in size
A549 tox – kills or reduces viability of A549 cells in Nrf2 counter-screen; 0.16% of 390,000 active; A549 ARE-Fluc cells, CellTiter-Fluor viability, 18-24 h; Potency, µM (series often up to 46 µM), for the others: top-dose activity change, negative = cytotoxicity, most hits filed as inhibitors; further: potency means the concentration at half of the fitted maximal effect; on the % scale 0 is the no-effect control and ±100 the full control effect
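A549 ARE_Fluc cells in 5% FBS OPTI-MEM were exposed to compounds in concentration-response for 18-24 h at 37 deg C. Viability was read by CellTiter-Fluor fluorescence (Ex 405/Em 525) after 30 min, before the luciferase read.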
IL-1B inflam inh – inflammasome signaling inhibition, IL-1 beta readout; THP-1 LPS/ATP IL-1B secretion, AlphaLISA, 16 h; active compounds read low; activity change, % at 57.5 µM; 4.7% of 360,000 active; in the data active means activity change below about -50%; inconclusive means mostly about -30% to -49%; further: on the % scale 0 is the no-effect control and ±100 the full control effect
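THP-1 cells pretreated 1 hr with compounds (up to 57.5 uM final), then stimulated with LPS (250 ng/mL final) plus ATP (1.25 mM final); secreted IL-1B measured by AlphaLISA after 16 hr, decreased signal indicating inhibition.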
S2 tox – cell viability loss in ATXN counter-screen. Potency, µM (series often up to 56.7 µM), actives largely listed as cytotoxic. AID 651635. 0.49% of 400,000 active. S2 cells (HEK-293 line with an ATXN2-luciferase reporter) viability, CellTiter-Fluor protease fluorescence, 24 h; further: potency means the concentration at half of the fitted maximal effect; nearly all actives have a fitted effect of over 40% in size
Nrf2 block – Nrf2 pathway inhibition; A549 ARE-Fluc reporter, luciferase luminescence, 18-24 h; Potency, µM (doses to about 46 µM), for inactives: at the highest dose activity change, negative = inhibition, hits mostly inhibitors; 2.1% of 360,000 active; further: potency means the concentration at half of the fitted maximal effect; on the % scale 0 is the no-effect control and ±100 the full control effect; nearly all actives have a fitted effect of over 60% in size
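Reporter: ARE-Fluc in A549. Exposure: 18-24 h, 37 °C, 5% CO2, 5% FBS OPTI-MEM. Readouts: fluorescent cytotoxicity (CellTiter-Fluor), then luminescent Nrf2 signal after BugLite.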
Nrf2 ARE act – activates Nrf2 signaling; AREc32 ARE-luciferase reporter (MCF7-derived line), luminescence, 24 h; Potency, µM (titrated, usually from 46.1 µM), inactives show top-dose activation, usual class: activators; 0.31% of 410,000 active; further: potency means the concentration at half of the fitted maximal effect; % of control where 0% means no effect; nearly all actives have a fitted effect of over 65% in size
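Reporter line AREc32 (ARE-Fluc), seeded overnight in OPTI-MEM with 5% FBS; compound pin-transferred, 24 hr at 37 deg C, 5% CO2; luminescent read-out.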
HepG2 tox – HepG2 cytotoxicity, counter-screen for TGF-b inhibitors; HepG2 CAGA-GFP viability, ATP luminescence, 18 h; AID 588856; Potency, µM (doses to about 46.1 µM), for the others: at the highest dose activity change, negative = cytotoxicity, usual class: cytotoxic; 0.76% of 410,000 active; further: potency means the concentration at half of the fitted maximal effect; some results filed as inactive show a strong effect at the top dose
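CellTiter-Glo luminescence gave cytotoxicity after 18 hours at 37 degrees C. The cells were HepG2 CAGA-GFP in 1% FBS DMEM, stimulated with 500 pg/mL TGF-beta after compound addition. %Activity was normalised to no-cell wells (complete cell-killing) and DMSO (no toxicity), and curves were fitted and classified.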
Numbers without * were called inactive; i = inactive; ? = inconclusive; / = no result given; [ ] = remark or other dose. Unless noted, the call rests on the fitted dose curve; in most records, active means well fitted curve in the direction sought with a large enough effect; inconclusive means small, poorly fitted or top-dose-only effect, or another doubt; inactive means no such curve, though single readings can be large; an effect the other way counts as inactive or inconclusive.

SMILES	ATXN2 expr inh	TGFb inhibitor	MCF10A rereplic	A549 tox	IL-1B inflam inh	S2 tox	Nrf2 block	Nrf2 ARE act	HepG2 tox
COc1ccc(-n2ncc3c(=O)n(CC(=O)NC(C)C)cnc32)cc1	-22%	13%	0.92µM*	10%	1	i	1%	0.1%	-7%
COc1ccccc1-c1nnc(C2CCN(C(=O)c3cccc(C)c3)CC2)o1	3%	?	/	1%	/	i	-18%	5.5%	-1%
CCN1CCN(c2csc3ccc(Cl)cc3c2=O)CC1	13%	-7%	/	-3%	/	i	/	4.0%	-1%
Cc1ccc(C(=O)NNC(=O)C2CCN(S(=O)(=O)c3ccc(C)cc3)CC2)cc1	-2%	-30%	9%	0%	-3	i	-8%	-0.2%	-18%
COc1cc2c(cc1OC)CN(C(=O)/C=C/c1cc(OC)c(OC)c(OC)c1)CC2	10%	1%	6%	-1%	-12	i	?	8.1%	-3%
Cc1ccccc1NC(=O)COC(=O)c1c(-c2ccccc2)noc1C	-13%	0%	25%	-5%	-7	i	?	-0.8%	-1%
Cc1nc(-c2coc3cc(O)c(C)cc3c2=O)cs1	-11%	-26%	2%	-7%	36	i	10µM*	2.1%	-57%
CSc1ccc(CN(C)CC(=O)NC(=O)NC(C)(C)C)cc1	-6%	19%	4%	-3%	12	i	-11%	0.4%	-12%
Cc1noc(C)c1S(=O)(=O)Nc1ccc2c(c1)C(=O)N([C@H](C)CO)C[C@H](C)[C@@H](CN(C)Cc1ccc(C(=O)O)cc1)O2	3%	-5%	-2%	8%	8	i	9%	-1.7%	0%
COCC(=O)N1CCC(Oc2ccc(C(=O)NCc3cnc(C)cn3)cc2)CC1	-16%	10%	1%	-6%	-13	i	21%	0.4%	-13%
CCOC(=O)N1CCN(C(=O)c2ccc3c(c2)N(Cc2ccccc2F)C(=O)c2ccccc2S3(=O)=O)CC1	10%	?	/	-21%	/	i	-12%	-0.1%	-9%
CCCCNC(=O)CSc1nc2cc3c(cc2c(=O)n1Cc1ccc(C(=O)NCCc2ccc(OC)c(OC)c2)cc1)OCO3	/	-7%	/	-2%	/	/	/	-0.4%	-16%
Nc1nncn1C(=O)CCCN1C(=O)c2ccccc2C1=O	-1%	-1%	11%	1%	18	i	2%	0.5%	-15%
O=C(Nc1cc(-c2ccccc2)[nH]n1)c1ccccc1	2%	-21%	?	-9%	-54*	?	5%	0.5%	-5%
Nc1nonc1-n1nnc(C(=O)N/N=C/c2ccccc2)c1CSc1ccccc1	-15%	16%	?	2%	8	?	3%	0.1%	0%
CC1CC(C)CN(C(=O)Cc2c(C(=O)O)[nH]c3ccc(Cl)cc23)C1 (stereo unspecified)	3%	0%	1%	0%	-4	i	8%	0.2%	0%
CC(c1ccccc1)N1CC(C(=O)N2CCN(Cc3ccc(C#N)cc3)CC2)CC1=O (stereo unspecified)	-17%	-9%	?	1%	19	i	?	-0.3%	-1%
C=CCOC(=O)C1=C[C@@H](c2ccc(C(F)(F)F)cc2)C[C@@H](OCc2ccc(CO)cc2)O1	-6%	-8%	24%	-7%	13	i	7%	3.4%	-22%
COc1cc(/C=c2\sc3n(c2=O)CCCN=3)ccc1O	20%	3%	25%	-14%	-20	i	17%	8.0%	-24%
COCC1CCN(Cc2cn[nH]c2-c2cc(OC)c(OC)c(OC)c2)CC1	-1%	4%	-1%	-11%	39	?	7%	-0.1%	17%
N/C(=N\OC(=O)CC1CCCCC1)c1cccc(Br)c1	2%	0%	?	2%	-20	i	4%	2.5%	-24%
COc1ccccc1C(=O)NNC(=O)c1ccc2ccccc2c1	/	22%	5%	-2%	-4	i	2%	9.4%	33%
O=C(O)C1=CCCNC1	2%	5%	10%	-1%	2	i	8%	-0.6%	-5%
Cc1ccc(C(C)C)c(OCC(=O)NNC(=O)C2CSC3(C)CCC(=O)N23)c1 (stereo unspecified)	2%	-14%	9%	-3%	5	i	3%	-0.4%	-29%
CCCOc1ccc(C(F)(F)F)cc1NC(=O)C1CC(=O)N(Cc2ccco2)C1 (stereo unspecified)	-8%	4%	-1%	0%	-3	i	-1%	3.9%	-11%
Cc1cccc(C)c1NC(=O)CNC(=O)c1c(-c2ccccc2)noc1C	/	15%	1%	3%	12	i	-7%	1.2%	1%
CCCCN(C)S(=O)(=O)c1cc2c3c(c1)CCC(=O)N3CCC2	/	40%	-6%	-5%	2	i	10%	-0.3%	9%
Cc1nc(N2CCOCC2)[nH]c(=O)c1[N+](=O)[O-]	-7%	1%	?	-1%	0	i	2%	-0.6%	-1%
O=S(=O)(Nc1ccn(-c2ccccc2)n1)c1ccc(Br)cc1	32%	0%	3%	-4%	42	i	?	-0.2%	-47%
CC(NC(=O)C1CCN(S(=O)(=O)c2ccc(F)cc2)CC1)c1ccccc1 (stereo unspecified)	0%	-6%	/	4%	/	i	3%	-1.0%	1%
Cn1nnc(NC(=S)NC(=O)c2ccccc2)n1	26%	0%	-3%	1%	-7	i	4%	0.8%	-3%
COc1ccccc1C(=O)OCC(=O)Nc1ccc(Cl)cn1	-35%	-1%	3%	0%	0	i	7%	4.9%	-2%
COc1ccc(-n2nc(C(=O)NCC(=O)N3CCN(c4ccccn4)CC3)c3ccccc3c2=O)cc1Cl	73%[activator]	-20%	0%	-18%	7	i	26%	-0.5%	-7%
COc1ccc(NC(=O)c2ncn[nH]2)cc1	7%	-11%	3%	-5%	0	i	10%	-0.5%	-54%
Cc1ccc(S(=O)(=O)NC(C(=O)Oc2ccc3c(C(F)(F)F)cc(=O)oc3c2)c2ccccc2)cc1 (stereo unspecified)	6%	?	-1%	-1%	10	i	3%	-0.2%	0%
O=C1C(Cc2ccccc2)C(c2ccccc2)N1c1ccccc1 (stereo unspecified)	3%	-15%	?	6%	4	i	?	0.4%	-8%
COc1ccc(CCNC(=O)COC(=O)Cn2cnc3c2c(=O)n(C)c(=O)n3C)cc1	-11%	-2%	9%	-1%	1	i	3%	0.3%	-3%
COc1cc(C(=O)Nc2cc(C)c(O)c(-c3nc4ccccc4s3)c2)cc(OC)c1OC	/	1%	/	9%	/	/	2%	0.9%	-6%
O=C(Nc1ccccc1F)c1nc[nH]c1C(=O)NCc1ccccc1	-26%	-8%	/	/	19	i	/	8.3%	-31%
O=C(NCCN1CCCC1)c1ccccc1Cl	-10%	-5%	-2%	0%	1	i	12%	0.0%	6%

Copied from the list:
COc1ccc(CCNC(=O)COC(=O)Cn2cnc3c2c(=O)n(C)c(=O)n3C)cc1 in ATXN2 expr inh: -11%
O=C1C(Cc2ccccc2)C(c2ccccc2)N1c1ccccc1 (stereo unspecified) in TGFb inhibitor: -15%

(cont.)
SMILES	ATXN2 expr inh	TGFb inhibitor	MCF10A rereplic	A549 tox	IL-1B inflam inh	S2 tox	Nrf2 block	Nrf2 ARE act	HepG2 tox
CC1CCCCN1C(=O)COc1ccc(S(=O)(=O)N2CCCC2)cc1[N+](=O)[O-] (stereo unspecified)	0%	-10%	28%	0%	-3	i	-13%	-1.0%	-4%
COc1ccc(NC(=O)c2cc(-c3cc(C)cs3)[nH]n2)cc1OC	-26%	13%	/	/	-8	i	/	4.9%	-1%
NC(c1ccccc1)c1csc(Nc2ccc(C(=O)NCCO)cc2)n1 (stereo unspecified)	-3%	16%	/	/	18	i	/	-0.5%	-17%
COc1ccc(S(=O)(=O)Nc2c(NC3CCCCC3)c3ccccc3oc2=O)cc1Cl	-17%	-25%	-1%	-1%	-19	i	?	5.8%	-27%
O=C(Nc1ccccc1NC(=O)c1csnn1)c1csnn1	/	-7%	-4%	7%	-6	i	21%	3.1%	6%
CCCCn1nnnc1C(c1ccccc1)N1CCN(c2ccc(C(F)(F)F)cn2)CC1 (stereo unspecified)	-18%	/	/	/	?	?	/	0.7%	/
COc1ccc(S(=O)(=O)N(C(=O)C(C)C)c2ccc3oc(=O)sc3c2)cc1	-14%	-30%	?	-2%	50	i	?	7.3%	-42%
O=C(O)c1ccc(Cn2cnc3scc(-c4ccccc4)c3c2=O)cc1	-4%[11.3 µM]	11%	-3%	-1%	22	i	2%	-0.3%	4%
CCOC(=O)CC(c1ccc([N+](=O)[O-])cc1)n1c(C)ccc1C (stereo unspecified)	-13%	-4%	-4%	0%	-7	i	-9%	4.9%	7%
CN(C)S(=O)(=O)c1cc(C(=O)NCc2ccccc2)c(Cl)cc1Cl	/	-11%	3%	5%	-3	i	-11%	4.7%	-21%
Cc1cc(Nc2cccc(Cl)c2)nc2ccc(NC(=O)c3cccnc3)cc12	?	16µM*	/	-26%	/	i	-103%	-3.6%	13µM*
COc1ccc(C(=O)NC2CCN(C(=S)Nc3ccccc3C)CC2)cc1	-16%	7%	-1%	-3%	20	?	-5%	-0.3%	0%
CCC(C)NC(=O)/C=C/c1cccs1 (stereo unspecified)	1%	-22%	-1%	1%	-7	i	1%	-0.3%	-49%
CCOC(=O)N1CCN(C(=O)CNS(=O)(=O)c2c(C)cc(C)cc2C)CC1	-16%	16%	-9%	-2%	-16	i	?	-0.2%	8%
Cn1c(N)c(C(=O)CNC2CCCCC2)c(=O)n(C)c1=O	5%	2%	3%	-3%	-3	i	-7%	-1.8%	1%
COc1ccc(C2C(C(=O)Nc3cccc(C)n3)c3ccccc3C(=O)N2C)cc1OC (stereo unspecified)	0%	-22%	0%	-16%	23	i	8%	-1.0%	-9%

Structures shown so far that contain two or more sulfur atoms (two):
SMILES	ATXN2 expr inh	TGFb inhibitor	MCF10A rereplic	A549 tox	IL-1B inflam inh	S2 tox	Nrf2 block	Nrf2 ARE act	HepG2 tox
O=C(Nc1ccccc1NC(=O)c1csnn1)c1csnn1	/	-7%	-4%	7%	-6	i	21%	3.1%	6%
COc1ccc(S(=O)(=O)N(C(=O)C(C)C)c2ccc3oc(=O)sc3c2)cc1	-14%	-30%	?	-2%	50	i	?	7.3%	-42%

Source: PubChem BioAssay
